Wnt act: activates Wnt/beta-catenin signaling in a reporter cell assay; activator, plate reader; activation, % at 9.35 µM; hit rate 1.2% among 300,000; AID 743398; in the data active = activation above about 30%, passing the limit was not always enough; inconclusive = no clear call, values can overlap the other calls;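 also: 0% = neutral control wells and 100% = positive control wells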
C-LANA FP: blocks KSHV LANA C-terminal domain binding to DNA; MBP-C-LANA/FAM-LBS DNA binding, fluorescence polarization; inhibition, % at 9 µM; hit rate 0.078% among 340,000; AID 504423;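 active = highest replicate inhibition at or above 60% at 9 µM, even if other replicates fall short; inactive = all replicates below 60% inhibition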;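 also: 0% = neutral control wells and 100% = 4 µM acridine orange control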
RTF Ca sens inh: cardiac RTF calcium desensitization; hit rate 0.12% among 340,000; AID 493244; IANBD-labeled cardiac RTF, Ca2+ fluorescence; inhibition, % at 7.15 µM;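 active = inhibition above the mean inhibition of all tested compounds plus 3 SD, cut at about 17% in these data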;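 also: assay run at fixed EC70 calcium of 1.6 mM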
V-ATPase pH: alters yeast V-ATPase proton transport | S. cerevisiae, pHLuorin cytosolic pH fluorescence | response, % at 10 µM | hit rate 0.37% among 350,000; in the data active = response mostly above about 7.3%, no sharp cut-off; inactive = mostly below about 5.4%; also: actives read high; inactives centre near 0; some compounds called inactive have numbers as strong as hits; reference of the scale not given here
Arr AP2 block: human beta-arrestin and AP2 interaction inhibition. hit rate 0.31% among 340,000. inhibition, % at 10 µM. FITC-arrestin peptide / GST-AP2 beads, flow cytometry; AP2 beta2 appendage carries R879A mutation;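 active = inhibition above a set limit, near 3 SD of compounds lacking own fluorescence, cut at about 54% in these data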;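 also: plate controls were DMSO wells for no effect and 5 µM unlabelled arrestin peptide for full effect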
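system = GST-tagged AP2 beta2-adaptin appendage (R879A) on 4 µm glutathione beads | reagent = FITC-labelled arrestin peptide probe, 50 nM final | schedule = compound with beads 12 min RT, then probe 1 h RT | signal = HyperCyt-sampled flow cytometry, FL1 channel, ex 488/em 535 nm | read-out = percent response from loss of bead-bound FITC fluorescence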
DSG3 Ab inh: blocks pemphigus antibody binding to human desmoglein-3; P32926; DSG3-coupled beads, scFv-anti-DSG3-GFP binding, flow cytometry; active compounds read low; binding (percent of control), % at 10 µM; hit rate 0.48% among 310,000; AID 588358;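 active = binding more than 3 SD below its plate's average and above zero; inconclusive = below that plate limit but binding exactly zero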;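 also: hits lower antibody fragment binding to DSG3; some compounds called inactive have numbers as strong as hits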
MOR-DOR ag: agonists of human mu-delta opioid receptor heterodimerization. activation, % at 9.3 µM. P35372+P41143. AID 504326. cells, OPRM1-OPRD1 heterodimerization, luminescence. hit rate 0.3% among 340,000; in the data active = activation above about 18%;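 also: 0% = vehicle-treated cells and 100% = reference agonist; values of inactives mirror those of a sister screen read the other way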
Target sequence (P35372 whole entry, looked up): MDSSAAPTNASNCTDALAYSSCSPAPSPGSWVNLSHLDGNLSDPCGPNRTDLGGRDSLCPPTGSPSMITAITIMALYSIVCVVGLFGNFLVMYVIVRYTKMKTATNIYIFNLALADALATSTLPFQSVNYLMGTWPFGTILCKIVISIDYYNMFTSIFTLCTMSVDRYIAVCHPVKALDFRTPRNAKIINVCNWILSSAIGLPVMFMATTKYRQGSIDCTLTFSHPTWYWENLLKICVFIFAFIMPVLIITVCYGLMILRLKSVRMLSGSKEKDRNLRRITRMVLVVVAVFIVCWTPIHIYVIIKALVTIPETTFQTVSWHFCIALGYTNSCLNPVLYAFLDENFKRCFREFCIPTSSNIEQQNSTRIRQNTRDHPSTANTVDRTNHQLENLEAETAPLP
Target sequence (P41143 whole entry, looked up): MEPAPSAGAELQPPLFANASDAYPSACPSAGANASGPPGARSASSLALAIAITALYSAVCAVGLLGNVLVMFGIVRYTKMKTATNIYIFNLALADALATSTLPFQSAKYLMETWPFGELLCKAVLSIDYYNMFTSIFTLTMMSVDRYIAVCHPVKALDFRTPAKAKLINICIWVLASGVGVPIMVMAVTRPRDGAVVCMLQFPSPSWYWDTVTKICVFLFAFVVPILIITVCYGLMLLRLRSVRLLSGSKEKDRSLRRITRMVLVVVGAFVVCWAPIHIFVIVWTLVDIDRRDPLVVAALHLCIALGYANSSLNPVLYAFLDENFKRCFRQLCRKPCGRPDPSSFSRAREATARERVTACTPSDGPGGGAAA
MOR-DOR inv ag: inverse agonist of human OPRM1-OPRD1 heterodimerization; cell-based MOR-DOR heterodimer luminescence, inverse agonism; inhibition, % at 9.3 µM; AID 504357; hit rate 0.21% among 340,000; in the data active = inhibition above about 22%, passing the limit was not always enough;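 also: 0% = cells with DMSO and 100% = wells without cells with DMSO; values of inactives mirror those of a sister screen read the other way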
Keap1-Nrf2 PPI: Keap1-Nrf2 (human) interaction inhibition; Keap1 Kelch-Nrf2 peptide fluorescence polarization, 1536-well; hit rate 0.15% among 340,000; inhibition, % at 9.4 µM; in the data active = inhibition above about 12%; inconclusive = no clear call, values can overlap the other calls; inactive = below about 7.3%;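 also: human Keap1 Kelch domain with fluorescein labeled Nrf2 9mer peptide probe; 0% = neutral control wells and 100% = peptide positive control; higher means more block of Keap1 binding to Nrf2 peptide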
cardiac RTF act: increases calcium sensitivity of human cardiac regulated thin filaments | P19429+P45379 | IANBD-labeled TnC RTF fluorescence at EC20 calcium; 0% EC20 calcium, 100% full calcium | activation, % at 7.2 µM | hit rate 0.24% among 340,000 | AID 493008;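 active = activation above the mean over all tested compounds plus 3 SD, cut at about 30% in these data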;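 also: rise in fluorescence read as greater calcium sensitivity of cardiac thin filaments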
Numbers without * were called inactive; ? = inconclusive; . = not tested or not shown.

SMILES	Wnt act	C-LANA FP	RTF Ca sens inh	V-ATPase pH	Arr AP2 block	DSG3 Ab inh	MOR-DOR ag	MOR-DOR inv ag	Keap1-Nrf2 PPI	cardiac RTF act
O=C(NCC1CCCO1)C1CCN(C2CCN(Cc3cccs3)CC2)CC1 (stereo not drawn)	-1	-0.3	1	0	-5	104	-2.4	12	-4	2
FC(F)(F)c1cccc(NC(=S)NCc2ccccc2)c1	.	1.3	-4	-7	-5	99	7.8	-42	-5	0
O=C(COc1ccc(F)cc1)Nc1ccc(S(=O)(=O)Nc2ncccn2)cc1	-1	0.4	-2	5	13	113	-0.2	1	-11	3
COc1cc(N=C2C(=O)N3c4c(cccc42)C(C)=CC3(C)C)cc(OC)c1	-13	-0.5	-3	1	0	100	-0.8	4	-6	11
COc1ccccc1CN1CC(C(=O)NCCn2ccc(C)n2)CCC1=O (stereo not drawn)	11	-1.0	-5	-2	34	96	-0.4	2	3	0
CC1(/[N+]([O-])=C/c2ccc(F)cc2)CCCCC1=O (stereo not drawn)	-1	-3.9	8	3	34	109	-2.3	12	-2	6
COc1ccc(Br)c(C(=O)NC2CCCC2)c1	3	1.9	-3	2	-15	103	-3.2	15	6	2
CC1(C(=O)OCC(=O)Nc2ncc(Cl)cc2Cl)CC1(Cl)Cl (stereo not drawn)	-1	-1.0	4	-6	-3	104	-0.6	3	1	1
COc1ccc(Br)cc1/C=N/NC(=O)CN1CCN(Cc2ccccc2)CC1	3	-1.5	0	4	8	102	-0.4	2	-2	1
CC(NC(=O)c1cc(S(=O)(=O)N2CCOCC2)cn1C)c1ccccc1 (stereo not drawn)	5	-1.0	-6	-3	19	103	-0.6	3	-2	1
CC(C)(C)C(=O)Nc1cc(S(=O)(=O)N2CCCCC2)ccc1N1CCCCC1	-3	3.0	-3	4	-6	100	0.9	-4	5	1
Cc1ccc(-n2c(C)cc(/C([O-])=C(/C(=S)Nc3ccc(F)c(Cl)c3)[n+]3ccccc3)c2C)cc1	-6	-4.2	-11	0	-2	.	0.8	-4	-4	2
C#CCOCCOCCOCCNc1nc(N2CCOCC2)nc(N2CCN(C(=O)CCCCCCCCCCNC(=O)[C@H](CO)n3cc(CCCSC)nn3)CC2)n1	-3	2.2	-9	4	5	107	-1.5	8	-7	0
COc1ccc(Cl)cc1NC(=O)c1oc(C)nc1C	-11	1.1	-12	3	6	101	1.7	-9	2	3
COc1ccc(C2CCCN2C(=S)Nc2cccc(Cl)c2)cc1OC (stereo not drawn)	-1	-1.2	-7	3	10	86	-0.6	3	-4	15
CCCCN(CC)S(=O)(=O)N1CCC(C(=O)NCCCN2CCOCC2)CC1	-2	-2.1	-21	-3	0	104	-0.2	1	0	6
N#C/C(C(=O)c1ccccc1)=C1/CCCCCN1	21	0.3	0	0	16	98	-0.2	1	-1	0
O=C(CNC(=O)c1ccco1)OCC(=O)c1ccccc1	-6	0.4	3	0	14	105	-4.6	21	-1	5
CC(C)Oc1ccc(OCCNC2CCCC2)cc1	-1	0.5	0	-1	-9	105	-1.4	7	-6	-2
CCC(=O)N1CCc2cc(S(=O)(=O)CCC(=O)N(C)c3ccc(OC)cc3OC)ccc21	1	0.7	-7	4	-11	103	-2.2	12	-7	1
O=C(O)C(C(O)c1ccccc1)[n+]1ccccc1 (stereo not drawn)	2	0.0	3	-4	-3	104	-2.3	12	-5	6
O=C(NCc1ccccc1)c1cccc(S(=O)(=O)N2CCCCC2)c1	0	-1.2	-1	1	0	.	-0.6	4	4	-2
CN1C(=O)C(CC(=O)Nc2ccccc2)S/C1=N/c1nccs1 (stereo not drawn)	-1	0.0	-4	0	-2	106	-1.8	12	1	-2
CC(=O)Nc1ccccc1OCC(=O)NC(C)c1ccc(F)cc1 (stereo not drawn)	-2	1.7	-2	0	-4	99	-0.5	3	2	0
COc1ccccc1C(=O)N1N=C(c2ccc(NS(C)(=O)=O)cc2)CC1c1cccs1 (stereo not drawn)	0	1.5	0	0	-4	119	-0.7	3	0	-5
C=CCn1c(SCC(=O)c2ccc(O)c(O)c2)nnc1-c1cccc(OC)c1	-4	2.5	0	-2	-1	110	-0.3	2	-7	-4
COc1ccc(S(=O)(=O)NNC(=O)c2ccccc2-n2cccc2)cc1	1	1.1	-3	0	-1	94	-0.3	1	-4	4
CCCCNC(=O)c1cc2ccccc2s1	20	1.4	-3	0	-3	86	-2.2	11	-3	-3
O=C(Nc1cc(C(F)(F)F)ccc1-n1cncn1)C1CC1	-1	-0.2	-1	-3	-4	101	-3.2	17	4	-2
O=[N+]([O-])c1ccc(F)cc1F	4	-1.8	-2	0	32	103	-3.0	16	1	-4
N#Cc1ccc(C23OCCN2CCn2c3c3ccccc3[n+]2[O-])cc1 (stereo not drawn)	3	-1.0	-9	2	12	107	-0.8	5	-10	9
Cc1ccc(N(C(=O)CNC(=O)c2ccco2)C(C(=O)NC2CCCCC2)c2cccnc2)cc1 (stereo not drawn)	2	1.6	11	1	2	.	-3.1	20	-1	2
CC(C)C(NS(=O)(=O)c1ccc2c(c1)C(C)(C)C(=O)N2C)C(=O)NCc1ccc(F)cc1 (stereo not drawn)	-1	-0.6	-9	3	10	103	-0.8	4	2	2
COc1ccc(-c2noc(C(C)n3nc(C)c([N+](=O)[O-])c3C)n2)cc1OC (stereo not drawn)	.	-0.1	7	2	-2	104	-1.9	11	-3	2
O=C1CN2C(=Nc3ccc(Br)cc3C2c2ccccc2)CCN1 (stereo not drawn)	.	2.0	4	1	7	112	-1.9	11	-5	2
Cc1ccccc1C(=O)NCC(=O)N1CCN(c2ccccn2)CC1	-3	-0.8	6	1	39	95	-2.5	13	2	-1
CC(C)C(C(=O)OCC(=O)c1ccccc1)N1C(=O)C2C3C=CC(C3)C2C1=O (stereo not drawn)	-6	-0.5	3	-3	.	103	-0.5	4	-8	10
C/C(=N/Nc1cc(-c2ccccc2)nc(-c2ccccc2)n1)c1ccc(O)cc1	-9	-1.6	6	4	8	112	-0.9	5	-1	-21
Cc1cccc(N(C(=O)c2sc(C)nc2C)C(C(=O)NCc2ccco2)c2ccccc2)c1 (stereo not drawn)	1	0.4	-6	0	0	.	3.8	-17	0	5
CCOC(=O)c1[nH]c2ccc(Br)cc2c1NC(=O)CNC	8	-0.6	4	-1	5	105	-3.2	18	-1	-2
CCCCN1C(=O)C(NC(=O)CC(C)C)(C(F)(F)F)C2=C1CC(C)(C)CC2=O (stereo not drawn)	3	-0.5	-1	-6	-6	105	0.8	-4	-8	1
Cc1cc(=O)[nH]c(N/N=C/c2cn(CCC#N)nc2-c2ccccc2)n1	0	-0.9	-7	-1	25	98	-2.1	11	-1	6
Nc1ccc2[nH]ncc2c1	-4	3.8	-6	0	0	99	3.2	-18	-3	1
CCc1c(C)nc(SCC(=O)c2ccc(C)c(C)c2)[nH]c1=O	0	-0.3	-1	-4	9	83	1.7	-10	-5	2
Cn1ccnc1SCCNC(=O)CCc1nnc(CCc2ccccc2)o1	0	0.1	0	-3	-2	100	1.3	-9	-3	-4

Arranged by value in MOR-DOR inv ag (lowest first): some entries from above
canonical_smiles | Wnt act | C-LANA FP | V-ATPase pH | Arr AP2 block | DSG3 Ab inh | MOR-DOR ag | MOR-DOR inv ag | Keap1-Nrf2 PPI | cardiac RTF act
CC(C)C(NS(=O)(=O)c1ccc2c(c1)C(C)(C)C(=O)N2C)C(=O)NCc1ccc(F)cc1 (stereo not drawn) | -1 | -0.6 | 3 | 10 | 103 | -0.8 | 4 | 2 | 2
C/C(=N/Nc1cc(-c2ccccc2)nc(-c2ccccc2)n1)c1ccc(O)cc1 | -9 | -1.6 | 4 | 8 | 112 | -0.9 | 5 | -1 | -21
CCOC(=O)c1[nH]c2ccc(Br)cc2c1NC(=O)CNC | 8 | -0.6 | -1 | 5 | 105 | -3.2 | 18 | -1 | -2
Cc1ccc(N(C(=O)CNC(=O)c2ccco2)C(C(=O)NC2CCCCC2)c2cccnc2)cc1 (stereo not drawn) | 2 | 1.6 | 1 | 2 | . | -3.1 | 20 | -1 | 2

(list continues)
SMILES	Wnt act	C-LANA FP	RTF Ca sens inh	V-ATPase pH	Arr AP2 block	DSG3 Ab inh	MOR-DOR ag	MOR-DOR inv ag	Keap1-Nrf2 PPI	cardiac RTF act
CN1CCc2c(sc(NC(=O)C3CCCCC3)c2C(N)=O)C1	1	0.2	-7	-3	27	108	-0.7	4	2	-2
COc1cc(CC(=O)Nc2nccs2)cc(OC)c1OC	-7	-0.2	5	-4	8	104	-2.4	11	1	-3
CCCCCc1nc2c(C#N)c(-c3ccc(Cl)cc3)ccn2n1	0	0.1	-1	6	-11	101	1.2	-7	-5	-16
O=C(NCCCC1CCCC1)C1CCC(=O)N(Cc2ccc(Cl)cc2)C1 (stereo not drawn)	-3	-0.1	-1	1	40	93	-0.1	1	-1	-7
O=C(Nc1nnc(Cc2ccccc2F)s1)Nc1ccccc1F	5	0.1	1	10	41	109	3.5	-18	2	-1
CC(C)CN(CC(C)C)C(=O)Cc1coc2ccc3ccccc3c12	-4	-0.6	-8	1	8	104	5.2	-30	-2	4
Cc1c(NS(=O)(=O)c2ccccc2)c(=O)n(-c2ccccc2)n1C	1	1.1	-10	1	6	99	-0.3	2	-1	-5
O=C(CN1CCCCC1)N=Nc1c(O)[nH]c2ccccc12	1	-1.1	6	0	-2	102	0.2	-1	-1	2
O=c1oc(CCCO)cc2ccc(/C=C/c3cccc([N+](=O)[O-])c3)cc12	?	-0.1	0	-1	8	103	1.5	-8	-4	1
O=C(Nc1ccc(Cl)cc1)C1CC2CCCC(C1)C2=O (stereo not drawn)	.	0.7	-2	1	31	104	-3.2	15	3	-1
CC(NC(=O)C1CC1)C(c1cccs1)N1CCOCC1 (stereo not drawn)	-2	4.4	6	-5	3	101	-1.3	7	-3	7
C/C(=N\NC(=O)c1ccccc1F)c1cccc(NC(=O)c2ccc(C)cc2)c1	28	-0.1	-2	1	1	110	2.6	-11	-8	-2
COc1ccc(CN2CCc3ccc(NC(=O)CCc4ccccc4OC)cc3C2)c(O)c1	-2	0.3	-11	0	4	.	1.4	-7	-3	1
CC(C)[C@H](NC(=O)OCc1ccccc1)C(=O)NCc1ccccc1	-1	1.6	0	-2	0	88	-1.0	7	3	-5
CCC(C)NC(=O)CSc1nc2ccsc2c(=O)n1-c1ccc(OC)cc1 (stereo not drawn)	.	0.8	-4	5	-8	.	-3.8	19	-1	2
COc1ccc(N(C)C(=O)C2CCN(S(=O)(=O)c3cccc4nonc34)CC2)cc1	-1	-2.3	7	-1	20	.	-1.0	6	-1	-3
CC[C@]12c3[nH]c4cc(CCC(=O)N(C)C)ccc4c3CCN1C(=O)[C@@H](CC(=O)NCCC1=CCCCC1)C[C@@H]2C(=O)N1CCN(C(=O)c2ccco2)CC1	3	0.6	-4	0	-11	93	-3.2	16	1	-1
CCOCCn1c(SCCCc2ccccc2)nc2c1c(=O)[nH]c(=O)n2C	.	-1.3	0	1	-6	106	4.5	-26	-2	1
CC(C)c1ccc(/C=N/NC(=O)CN(c2cccc(Cl)c2Cl)S(C)(=O)=O)cc1	-4	1.6	5	0	15	.	4.7	-20	-7	-4

Compounds as they come, and some 3.1% of all compounds hit somewhere here.
